Myeloid diff MLP = compounds promoting myeloid differentiation; AID 624256; hit rate 1% among 360,000; ER-HoxA9 myeloid progenitors, lysozyme-GFP differentiation, flow cytometry; calls only at 10 µM;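 active = normalized GFP-positive differentiation at or above the plate's own cutoff, the solvent-only control mean plus 3 SD; inconclusive = no clear call, values can overlap the other calls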;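 note: cells exposed to compound for four days before flow analysis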
Myeloid diff MLP GFP+ MAC1+ % = recorded beside Myeloid diff MLP, whose call it bears; GFP+ MAC1+ double positive, %; measured here: differentiation confirmed by MAC1 staining
* marks the source's active call; other numbers are inactive results; i = inactive; ? = inconclusive; · = not tested or not shown. Not all compounds are listed. The share of hits here may be higher or lower than overall.

Molecule	Myeloid diff MLP	Myeloid diff MLP GFP+ MAC1+ %
NC(=Nc1nc(-c2ccccn2)cc2ccccc12)c1ccccn1	?	·
NC(=O)c1ccc(NC(=O)CNC(=O)c2sc3ccccc3c2Cl)cc1	i	0.6
Cc1c(C(=O)NCc2ccccc2C(F)(F)F)sc(=O)n1Cc1ccc2ccccc2c1	i	2.8
Cc1ccc(N(C)S(=O)(=O)c2cccc(C(=O)OCC(=O)N(C)Cc3ccccc3)c2)cc1	i	0.8
Cc1cccc(OC(C)C(=O)OCC(=O)Nc2sccc2C(N)=O)c1 (stereo not given)	i	0.6
O=C(O)C1=C[C@@H](c2ccc(C(F)(F)F)cc2)C[C@@H](OCCCCO)O1	i	0.6
O=C([C@H]1O[C@@H](n2ccc(=O)[nH]c2=O)[C@H](O)[C@@H]1O)N1CCN(c2ccc(Cl)cn2)CC1	i	0.9
CC(C)n1nc(C(=O)Nc2ccc(-n3cnnn3)cc2)c2ccccc2c1=O	i	0.3

The list continues.
Molecule	Myeloid diff MLP	Myeloid diff MLP GFP+ MAC1+ %
CCN(c1ccccc1)S(=O)(=O)c1cccc(C(=O)NCc2ccccc2CN2CCOCC2)c1	i	0.6
Cc1ccn2c(=O)nc(SCC(=O)N3CCC(Cc4ccccc4)CC3)nc2c1	i	1.1
CCN(CC(=O)Nc1c(F)cccc1F)C(=O)c1csc2c1CCCC2	i	0.2
Cc1cc(F)cc(-c2cc(C(=O)NCc3ccco3)[nH]n2)c1	i	1.0
CC1(C)CN(C2CCCCC2)C(=O)[C@H]1CC(=O)Nc1ccccc1	i	0.7
CN(CCc1ccccc1)C(=O)c1ccc(NC(=O)Cc2cccc(NC(=O)C3CCN(C(=O)c4ccccc4)CC3)c2)cc1	i	0.8
O=C(NCc1ccc(F)cc1)Nc1nnc([C@H]2C[C@H](O)[C@@H](CO)O2)s1	i	1.0
O=C(NCc1ccccc1)c1onc(CS(=O)(=O)c2ccc(Cl)cc2)c1C(=O)NCc1ccccc1	i	1.3

Later entries:
Molecule	Myeloid diff MLP	Myeloid diff MLP GFP+ MAC1+ %
CN(C)Cc1c(OC(=O)c2ccc(N)cc2)ccc2ccccc12	i	1.2
Cc1cccc(C)c1NC(=O)CN(C)C(=O)c1cccc(NS(=O)(=O)c2ccccc2)c1	i	0.9
COc1ccc(-c2csc(C(C)(NC(C)=O)c3ccccc3)n2)cc1 (stereo not given)	i	0.5
O=C1CC2(CCCCC2)Oc2ccc(F)cc21	i	0.6
O=C1CCC(C(=O)N2CCN(c3cnccn3)CC2)CN1CCc1ccccc1 (stereo not given)	i	0.7
COc1ccc([C@@H]2[C@@H]3C(=O)N(C(C)(C)C)C(=O)[C@@H]3[C@]3(Cc4ccccc4)C(=O)N(c4cccc(Cl)c4)C(=O)N23)cc1	i	2.4
C[C@H](CO)N1C[C@H](C)[C@@H](CN(C)S(C)(=O)=O)Oc2c(NC(=O)C3CCCCC3)cccc2C1=O	i	1.5
C=CCn1c2ccccc2c2nnc(SCC(=O)OC)nc21	i	0.9

(further entries)
Molecule	Myeloid diff MLP	Myeloid diff MLP GFP+ MAC1+ %
O=S(=O)(c1ccc(NC(=S)N2CCOCC2)cc1)N1CCCCC1	i	1.1
CC1(C(=O)Nc2ccc(Cl)cc2)Cc2c(-c3cccc(C(N)=O)c3)ccnc2O1 (stereo not given)	i	0.7
CCOC(=O)C1CCCN(C(=O)c2cccc(S(=O)(=O)N(C)c3ccc(C)cc3)c2)C1 (stereo not given)	i	0.2
COc1ccc(N2CCN(C(=O)C(=O)c3cccc([N+](=O)[O-])c3)CC2)cc1	i	1.9
CCCCNC(=O)c1ccc2nc(CC)c(N(CCC(C)C)CCN(C)C)n2c1	i	1.8
Nc1nc(SCC(=O)Nc2ccc(Br)cc2Br)n[nH]1	i	0.4
C[C@@H]1CCCCO[C@@H](CN(C)S(=O)(=O)c2cccs2)[C@@H](C)CN([C@H](C)CO)C(=O)c2cc(NS(=O)(=O)c3ccccc3)ccc2O1	i	0.8
COc1cc2cc(CCCOC(=O)c3ccc(F)cc3)oc(=O)c2cc1OC	i	1.8

The results go on:
Molecule	Myeloid diff MLP	Myeloid diff MLP GFP+ MAC1+ %
CN(C)CCCNc1nc2cc(-c3cnn(C)c3)sc2c(=O)n1C	i	1.2
O=C(O)CCSc1nnc(SCC(=O)NC2CCS(=O)(=O)C2)s1 (stereo not given)	i	1.6
CC1(C(=O)NS(=O)(=O)C2CC2)CCN(C(=O)c2ccc3ccccc3n2)C1 (stereo not given)	i	2.2
COc1ccc(C(O)c2ncc(-c3cccc4ccccc34)[nH]2)cc1F (stereo not given)	i	1.7
O=C(CSc1ccc([N+](=O)[O-])cc1)c1ccccc1	i	1.6
CCC(Oc1ccccc1)C(=O)OCC(=O)N(CC)c1c(N)n(Cc2ccccc2)c(=O)[nH]c1=O (stereo not given)	i	0.8
Cc1ccc(NC(=O)Cn2c(=O)cnc3ccccc32)cc1S(=O)(=O)N1CCOCC1	i	0.9
Cc1cccc(-c2c3c(nc4c2c(=O)n(C)c(=O)n4C)-c2ccccc2C3O)c1 (stereo not given)	i	0.0

(further entries)
Molecule	Myeloid diff MLP	Myeloid diff MLP GFP+ MAC1+ %
O=C(COc1ccc(F)cc1Cl)N1CCN(C(=O)c2cccs2)CC1	i	0.3
Cc1cc(N2CCN(C(=O)c3ccoc3)CC2)n2nc(-c3ccccc3)cc2n1	i	0.5
Cc1ccc(NS(=O)(=O)c2ccccc2F)cc1S(=O)(=O)N1CCCCCC1	i	0.1
Cc1nc(-c2ccc(F)cc2)c(CC(=O)N(C)CC(=O)Nc2ccccc2Br)s1	i	1.4
CCOc1ccc(OCCC(=O)OC(C)C(=O)Nc2ccc(Cl)cn2)cc1 (stereo not given)	i	1.7
C=CCOc1ccc(Cl)cc1-c1noc(-c2csc([C@H]3C[C@H](O)[C@@H](CO)O3)n2)n1	i	0.4
COc1cccc(CNC(=O)CSC(=S)N2CCCC2)c1	i	1.6
COc1ccc2nc(NCc3ccc(OC)c(OC)c3OC)sc2c1	i	0.2

In the list so far, 8 contain a Cl atom:
Molecule	Myeloid diff MLP	Myeloid diff MLP GFP+ MAC1+ %
NC(=O)c1ccc(NC(=O)CNC(=O)c2sc3ccccc3c2Cl)cc1	i	0.6
O=C([C@H]1O[C@@H](n2ccc(=O)[nH]c2=O)[C@H](O)[C@@H]1O)N1CCN(c2ccc(Cl)cn2)CC1	i	0.9
O=C(NCc1ccccc1)c1onc(CS(=O)(=O)c2ccc(Cl)cc2)c1C(=O)NCc1ccccc1	i	1.3
COc1ccc([C@@H]2[C@@H]3C(=O)N(C(C)(C)C)C(=O)[C@@H]3[C@]3(Cc4ccccc4)C(=O)N(c4cccc(Cl)c4)C(=O)N23)cc1	i	2.4
CC1(C(=O)Nc2ccc(Cl)cc2)Cc2c(-c3cccc(C(N)=O)c3)ccnc2O1 (stereo not given)	i	0.7
O=C(COc1ccc(F)cc1Cl)N1CCN(C(=O)c2cccs2)CC1	i	0.3
CCOc1ccc(OCCC(=O)OC(C)C(=O)Nc2ccc(Cl)cn2)cc1 (stereo not given)	i	1.7
C=CCOc1ccc(Cl)cc1-c1noc(-c2csc([C@H]3C[C@H](O)[C@@H](CO)O3)n2)n1	i	0.4

Next structures follow:
Molecule	Myeloid diff MLP	Myeloid diff MLP GFP+ MAC1+ %
Cc1ccc(OCC(=O)OC(C)C(=O)NC2CCCCC2C)cc1C (stereo not given)	i	1.2
Cc1ccc2nc(N)nnc2c1	i	0.6
Oc1ccc(C=NNc2ccccn2)c(O)c1	i	3.8
CCOc1ccc(Oc2ccc(NC(=O)CSc3nncn3C)cc2)cc1	i	0.6
O=C(CCNC(=O)c1ccccc1Cl)NN=Cc1ccco1	i	0.5
O=[N+]([O-])c1ccc(-c2c(-c3ccccc3)ncc3cc(F)ccc23)cc1	i	1.9
Cc1cccc2cc(C#N)c(NCCNC(=O)c3ccccc3)nc12	i	0.3
CC1(C(=O)N2Cc3ccccc3C2)CCN1C(=O)C1(c2ccc(Cl)cc2)CC1 (stereo not given)	i	1.0

Two entries from above, with two lines to a compound.
Each structure is followed by: Myeloid diff MLP | Myeloid diff MLP GFP+ MAC1+ %
> CCN(CC(=O)Nc1c(F)cccc1F)C(=O)c1csc2c1CCCC2
 : i | 0.2
> Cc1cc(F)cc(-c2cc(C(=O)NCc3ccco3)[nH]n2)c1
 : i | 1.0

Next compounds follow.
Molecule	Myeloid diff MLP	Myeloid diff MLP GFP+ MAC1+ %
O=C(O)/C=C1\CCCc2ccccc2C1O (stereo not given)	i	0.9
Cc1cc(NC(=O)CSC2=NS(=O)(=O)c3cc(F)ccc3N2)no1	i	1.1
O=C(Nc1ccc(F)c(Cl)c1)c1cc(C2CCCN(C(=O)c3cccs3)C2)on1 (stereo not given)	i	0.6
CCc1nc2c(OCC(=O)N3CCOCC3)cccn2c1N(C=O)Cc1ccccc1	i	0.3
CC(=O)Nc1ccc(-c2ccnc3c2CC(C)(C(=O)NC(C)C)O3)cc1 (stereo not given)	i	0.5
O=C(c1ccc2ccccc2c1O)N1CCCCC1	i	1.6
COc1ccc(N2CCN(CC(=O)Nc3ccc(C)cc3Br)CC2)cc1	i	0.3
Cc1sc(-c2c(C#N)c(N)nc3c2CCCCCC3)cc1[N+](=O)[O-]	i	0.4

The listing continues.
Molecule	Myeloid diff MLP	Myeloid diff MLP GFP+ MAC1+ %
O=C(NNC(=O)c1ccccc1OCc1ccc(F)cc1)c1ccncc1	i	0.9
Cc1ccc(F)cc1C(=O)N1CCC1(C)C(=O)O (stereo not given)	i	0.6
CCOc1ccc(NC(=O)CCN2C(=O)C3CCCCC3C2=O)cc1OCC (stereo not given)	i	0.7
COc1cc(OC)cc(-c2c(C#Cc3ccsc3)c3cc(-c4ccc5[nH]ccc5c4)ccc3n2C)c1	i	0.6
Cc1ccc(NC(=O)C(C)Sc2nnc(C)n2C2CC2)cc1S(=O)(=O)N1CCOCC1 (stereo not given)	i	0.4
COc1cccc(-c2cccc3c2NC(=O)C3(C)Cc2ccccc2F)c1 (stereo not given)	i	1.4
Cc1ccc(SCC(=O)NNC(=O)CNC(=O)c2ccc(Br)cc2)cc1	i	1.1
CNS(=O)(=O)c1cccc(C(=O)OCC(=O)c2ccc(S(=O)(=O)N3CCCCC3)cc2)c1	i	0.7

Continued:
Molecule	Myeloid diff MLP	Myeloid diff MLP GFP+ MAC1+ %
O=C(CSC1=NS(=O)(=O)c2cc(F)ccc2N1)NCc1ccccc1Cl	i	0.4
COc1ccc(-c2nc3ccc(Br)cn3c2Cc2ccc(C)cc2)cc1OC	i	0.6
Cc1[nH]c(=O)[nH]c(=O)c1C=CC(=O)NC(CO)CS(=O)Cc1ccccc1 (stereo not given)	i	1.5
Cc1cc2nc(C(C)(C)C)c(CC3CCCCC3)n2c(C)c1Br	i	0.8
CNS(=O)(=O)c1cccc(C(=O)OCCCC(=O)c2ccccc2)c1	i	1.2
COc1ccc(NC(=O)c2cc(C3CCCCN3C(=O)OCCF)on2)c(C)c1 (stereo not given)	i	1.0
Cc1ccccc1S(=O)(=O)N(C)C[C@@H]1OCc2cn(nn2)CCCC(=O)N([C@H](C)CO)C[C@H]1C	i	0.3
COc1cccc(-c2ccc(CN3C(C(C)C)C(=O)N(Cc4cn(CCC5OCCO5)nn4)CCS3(=O)=O)cc2)c1OC (stereo not given)	i	0.9

The list goes on.
Molecule	Myeloid diff MLP	Myeloid diff MLP GFP+ MAC1+ %
CCN(C[C@H]1N[C@@](Cc2ccccc2)(C(=O)OC)[C@H]2C(=O)N(C)C(=O)[C@@H]12)C(=O)Nc1ccc(C)cc1	i	3.1
COc1ccc(C(c2nnnn2-c2c(C)cccc2C)N2CCN(C/C=C/c3ccccc3)CC2)cc1 (stereo not given)	i	1.1
COc1cccc(NC(=O)CN(C)C(=O)c2cc3c(s2)CCCCC3)c1	i	0.5
O=C(Cc1c[nH]c2ccccc12)N1CCN(S(=O)(=O)c2ccc(F)cc2)CC1	i	1.2
CCN(CC)c1nc(N(CC)CC)[nH]c(=O)n1	i	1.5
COc1cccc(NC(=O)CN(C)C(=O)CC2CCCC2)c1	i	2.2
Cc1ccc(S(=O)(=O)N2CC3(O)CN(C(=O)OC(C)C)N(C(=O)OC(C)C)CC3(OC(=O)NCC3CCCCC3)C2)cc1 (stereo not given)	i	1.4
CCN(C)C1CN(Cc2cn(Cc3ccc(C)cc3)nn2)S(=O)(=O)C1 (stereo not given)	i	0.8

Going on with the list.
Molecule	Myeloid diff MLP	Myeloid diff MLP GFP+ MAC1+ %
Cc1ccc(S(=O)(=O)N=N/C=C2\C=CC=CN2O)cc1	i	1.0
CC1(C)Cc2cccc(OCC(=O)N3CCN(c4ccc(F)cc4)CC3)c2O1	i	0.8
Cc1noc(C)c1COc1ccc(C(=O)NCc2cccs2)cc1	i	0.9
CC1(C(=O)O)CCN1C(=O)c1ccccc1F (stereo not given)	i	0.5
CCN1CCCC1CNC(=O)Cn1cc(C)c(=O)[nH]c1=O (stereo not given)	i	0.9
CC1CN(S(=O)(=O)c2cc(C(=O)N3CCCCC3C)ccc2Cl)CC(C)O1 (stereo not given)	i	0.7
O=C(Nc1cccnc1)C1Cc2c(-c3ccc4c(c3)OCO4)ccnc2O1 (stereo not given)	i	0.8
COc1ccc(Cl)cc1NC(=O)C1CC(c2ccccc2Cl)=NO1 (stereo not given)	i	1.1

Carrying on.
Molecule	Myeloid diff MLP	Myeloid diff MLP GFP+ MAC1+ %
CCCCCC/C(C=O)=C\c1ccccc1	i	0.6
COc1ccc(CCNC(=O)CSC2=NS(=O)(=O)c3ccccc3N2)cc1OC	i	0.4
Cc1cccc(C)c1NC(=O)COC(=O)c1cc[n+]([O-])cc1	i	0.9
COc1ccc(C(N)c2csc(NC(=O)Nc3cccc(C(F)(F)F)c3)n2)cc1 (stereo not given)	i	0.8
Cc1cccnc1C(NC(=O)C1CCN(CCCc2ccccc2)CC1)c1ccc(F)cc1 (stereo not given)	i	1.3
Cc1ccc(F)c(S(=O)(=O)NC(=O)C2(C)CCN2C(=O)COc2ccc(Cl)cc2)c1 (stereo not given)	i	0.3
CCCCn1c(N)c(N(CC(C)C)C(=O)CN2C(=O)c3ccccc3C2=O)c(=O)[nH]c1=O	i	0.2
CCOC(=O)/C(=C/c1ccc(OC(F)F)cc1)C1=Nn2c(nnc2-c2ccc(Cl)cc2)SC1	i	1.4
